HRas wt GTP: changes GTP binding to wildtype human HRas; GTP binding activity, % at 10 µM; hit rate 0.14% among 190,000; AID 759; GST-Ras wt beads, Bodipy-FL-GTP binding, flow cytometry; actives lie on both sides; P01112;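 active = GTP binding activity at least 20% away from the 100% baseline, either lowered as inhibitor or raised as activator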;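 note: 0% = unlabeled GTP competition control and 100% = no-compound control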
Target sequence (P01112 whole entry, looked up): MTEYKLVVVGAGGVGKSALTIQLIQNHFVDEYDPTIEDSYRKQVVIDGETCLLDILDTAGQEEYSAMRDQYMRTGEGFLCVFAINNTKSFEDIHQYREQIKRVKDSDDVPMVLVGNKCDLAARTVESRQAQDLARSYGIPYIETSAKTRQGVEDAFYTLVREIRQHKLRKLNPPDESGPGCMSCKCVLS
Rac1 act GTP bind: alters GTP binding to activated mutant human Rac1; P63000; GST-Rac1 activated beads, fluorescent GTP binding, flow cytometry; actives lie on both sides; 100% means binding = to untreated wells; percent activity (GTP binding), % at 10 µM; hit rate 0.11% among 190,000;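 active = GTP binding at least 20 percentage points away from the 100% baseline, in either direction, so actives lie on both sides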
Cdc42 wt GTP: modulators (inhibitors or activators) of GTP binding to human Cdc42 wildtype; GST-Cdc42 beads, Bodipy-GTP binding, flow cytometry; actives lie on both sides; P60953; hit rate 0.2% among 190,000; AID 761; percent activity (GTP binding), % at 10 µM;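 active = percent activity GTP binding at least 20 points away from the 100% baseline, either down as inhibitor or up as activator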;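 note: median bead fluorescence of bound Bodipy-FL-GTP at 100 nM; 0% = excess unlabeled GTP control and 100% = no compound control; below 100% means less GTP binding so inhibitor and above means activator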
Pf gamet viab: P. falciparum stage V gametocyte viability inhibition; P. falciparum stage V gametocytes, ATP luminescence, 24 h; AID 743093; inhibition, % at 10.9 µM; hit rate 0.065% among 150,000;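 active = inhibition above the mean plus 3 SD of compounds within the control limits, set per campaign, cut at about 38% in these data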;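 note: 0% = DMSO wells and 100% = medium only without gametocytes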
Mcl1 Bid PPI: disrupts binding of human Mcl-1 to Bid peptide. Q07820. TR-FRET Mcl-1/Bid-Dy647 peptide binding, 1536-well. inhibition, % at 21.7 µM. hit rate 0.97% among 220,000. AID 1021;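 active = compounds that cut the binding signal by more than half at the single screening dose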;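 note: His-tagged Mcl-1 with europium anti-His antibody binding Bid BH3 peptide; 0% = Mcl-1 plus peptide wells and 100% = peptide-only wells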
Target sequence (Q07820 whole entry, looked up): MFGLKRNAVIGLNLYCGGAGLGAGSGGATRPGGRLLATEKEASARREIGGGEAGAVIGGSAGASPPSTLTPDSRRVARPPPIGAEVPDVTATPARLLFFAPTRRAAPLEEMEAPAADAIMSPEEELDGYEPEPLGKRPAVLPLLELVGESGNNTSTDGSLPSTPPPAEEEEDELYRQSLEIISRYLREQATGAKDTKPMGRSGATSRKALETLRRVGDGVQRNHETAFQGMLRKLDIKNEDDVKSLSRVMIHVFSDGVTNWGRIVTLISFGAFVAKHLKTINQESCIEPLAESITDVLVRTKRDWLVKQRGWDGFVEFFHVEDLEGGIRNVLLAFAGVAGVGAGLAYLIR
RGS8-Gao reg: regulators of human RGS8-Galphao interaction; multiplexed bead flow cytometry, RGS8-Galphao binding; actives lie on both sides; hit rate 0.34% among 220,000; response (percent of control binding), % at 10 µM; P09471; in the data active = response below about 60% or above about 140%; inactive = in between;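 note: Galphao activated as the GDP aluminium fluoride complex binding bead-coupled RGS8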
Target sequence (P09471 whole entry, looked up): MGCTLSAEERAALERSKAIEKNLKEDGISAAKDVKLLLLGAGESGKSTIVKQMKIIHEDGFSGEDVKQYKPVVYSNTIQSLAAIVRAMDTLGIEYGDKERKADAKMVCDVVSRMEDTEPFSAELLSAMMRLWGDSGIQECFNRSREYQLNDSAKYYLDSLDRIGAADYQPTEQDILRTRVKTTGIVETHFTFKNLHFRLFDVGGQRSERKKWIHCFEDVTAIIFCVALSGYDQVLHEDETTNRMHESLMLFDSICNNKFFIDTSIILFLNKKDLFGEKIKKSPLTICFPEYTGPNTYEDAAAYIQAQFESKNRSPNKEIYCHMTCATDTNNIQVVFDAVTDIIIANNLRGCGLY
Rac1 wt GTP bind: alters GTP binding to wildtype human Rac1; hit rate 0.27% among 190,000; GST-Rac1 beads, fluorescent GTP binding, flow cytometry; actives lie on both sides; 0 = cold GTP competed, 100 = untreated; AID 757; GTP binding activity (% of control), % at 10 µM; P63000;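 active = GTP binding activity at least 20 points away from the 100% control level, either lower or higher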
Mcl1 Noxa PPI: disrupts binding of human Mcl-1 to Noxa peptide. AID 1022. inhibition, % at 21.7 µM. Q07820. hit rate 1.5% among 220,000. TR-FRET Mcl-1/Noxa peptide binding, 2 h;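 active = compounds that cut the protein-peptide binding signal by more than 50% relative to plate controls in a single-dose test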;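 note: His-tagged Mcl-1 with rhodamine Noxa BH3 peptide and terbium anti-His antibody; 0% = Mcl-1 plus Noxa peptide wells and 100% = peptide-only wells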
Mcl-1 Bim block: disrupts Bim peptide binding to human Mcl-1; inhibition, % at 10 µM; Q07820; hit rate 0.1% among 190,000; Bead-based flow cytometry, Bim peptide-Mcl-1 binding; in the data active = inhibition above about 40%;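 note: 0% = no compound tracer wells and 100% = peptide blocker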
Rab7 wt modul: alters GTP binding to wildtype dog Rab7 | GTP binding activity (percent of control), % at 10 µM | GST-Rab7 beads, fluorescent GTP binding, flow cytometry; actives lie on both sides; untreated = 100%, excess cold GTP = 0% | hit rate 0.055% among 190,000 | AID 758;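 active = fluorescent GTP binding to Rab7 beads changed by at least 20 points from the 100% baseline, either direction, mostly lower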;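 note: median green fluorescence of bound Bodipy-FL-GTP per Rab7 bead population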
Rab2 wt GTP: changes GTP binding to wildtype dog Rab2A, up or down. hit rate 0.19% among 190,000. GTP binding activity, % at 10 µM. GST-Rab2 wt beads, Bodipy-GTP binding, flow cytometry. P61105;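 active = GTP binding activity at least 20 points away from 100%, either lowered or raised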;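 note: 0% = beads with excess unlabeled GTP and 100% = no-compound control corrected for plate trend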
An asterisk follows results filed as active; . = no result given; & = joins results of further samples.

SMILES	HRas wt GTP	Rac1 act GTP bind	Cdc42 wt GTP	Pf gamet viab	Mcl1 Bid PPI	RGS8-Gao reg	Rac1 wt GTP bind	Mcl1 Noxa PPI	Mcl-1 Bim block	Rab7 wt modul	Rab2 wt GTP
CCOC(=O)c1cccc(NC(=O)CSc2nc(N)cc(N)n2)c1	100	100	105	.	-13	106	102	10	10	104	100
Cc1ccc(S(=O)(=O)N(C)c2ccc(OCC(=O)NC3=NCCS3)cc2)cc1	99	92	97	-8	-21	101	99	13	0	102	98
O=C(O)C1CC=CCC1C(=O)Nc1cccc(F)c1 (stereo unspecified)	106	101	110	.	-13	101	109	16	-2	102	108
CC12CN3CCN(CC(C3)/C1=N\NC(=O)Nc1cccc(Cl)c1)C2	101	98	100	-6	-33	102	102	13	-5	100	101
CC12CC3CC(C)(C1)CC(C(=O)NC(=S)N1CCCCC1)(C3)C2	102	102	105	.	-63	97	105	18	-1	100	101
O=C(O)c1ccc(CSc2nc(-c3ccc(Cl)cc3)cc(C(F)(F)F)n2)cc1	100	98	101	.	8	99	102	0	-2	98	99
Cc1cccc(NC(=S)NNC(=O)Cc2ccccc2)c1	99	101	104	-23	-96	99	103	-14	-4	99	97
CCN1CCN(c2nc3ccccc3nc2C(C#N)S(=O)(=O)c2ccc(C)c(C)c2)CC1 (stereo unspecified)	102	98	102	-2	-9	102	99	10	0	97	101
CCCOC(=O)c1ccc(NC(=O)c2cnccn2)cc1	103	100	102	.	3	99	103	9	0	103	100
COCCNC(=S)N/N=C(\C)c1ccc(O)cc1	98	98	100	20	-8	103	102	19	-4	94	98
CCOc1[nH]n(-c2ccc(Cl)cc2)c(=O)c1C=NCc1cccnc1	98	97	102	-22	-7	100	99	8	-2	101	100
CCOc1cc(C(=S)N2CCC(O)CC2)ccc1OS(=O)(=O)c1ccc(Br)cc1	104	99	103	.	-60	101	103	0	-2	102	103

Next part, starting with the last 2 of the part before.
SMILES	HRas wt GTP	Rac1 act GTP bind	Cdc42 wt GTP	Pf gamet viab	Mcl1 Bid PPI	RGS8-Gao reg	Rac1 wt GTP bind	Mcl1 Noxa PPI	Mcl-1 Bim block	Rab7 wt modul	Rab2 wt GTP
CCOc1[nH]n(-c2ccc(Cl)cc2)c(=O)c1C=NCc1cccnc1	98	97	102	-22	-7	100	99	8	-2	101	100
CCOc1cc(C(=S)N2CCC(O)CC2)ccc1OS(=O)(=O)c1ccc(Br)cc1	104	99	103	.	-60	101	103	0	-2	102	103
COc1ccc(NC(=O)CN(Cc2ccccc2)S(C)(=O)=O)c(OC)c1	102	100	103	-6	-14	98	98	4	-2	99	101
Cc1ccc(-n2[nH]c(C)c(/C=N/NC(=O)c3cccc([N+](=O)[O-])c3)c2=O)cc1C	94	92	92	.	-153	102	95	-60	-12	95	93
O=C(COC(=O)CC1CC2CCC1C2)NC(=O)NC1CCCC1 (stereo unspecified)	97	94	90	5	-30	102	95	-6	0	99	97
CCOc1ccc(NC(=O)COC(=O)c2ncc(Cl)c(Cl)c2Cl)cc1	99	100	95	.	-6	101	101	-2	-1	102	97
O=C(NCCCn1ccnc1)c1cnn2c1NC(c1ccccc1)CC2C(F)(F)F (stereo unspecified)	101	98	101	.	-4	100	105	23	-3	100	101
N#Cc1cccc(NC(=S)Nc2ccccc2)c1	98	99	102	16	-116	98	103	19	1	99	100
CC(C)(C)n1cnc2cc(NCc3cccs3)ccc21	97	94	91	0	-27	100	98	14	-5	93	96
COc1ccc(C(=O)N2CCC(C(=O)c3ccc(F)cc3)CC2)cc1	99	102	102	-16	2	107	103	2	0	98	100
COc1ccc2c(c1OC)C(=O)OC2C1c2c(cc3c(c2OC)OCO3)CCN1C (stereo unspecified)	99&100	100&97	102&99	.	32&-7	101&104	98&97	42&8	-3&-2	96&96	100&98
CC(=O)c1ccc(S(=O)(=O)N2CCN(c3ccccc3F)CC2)cc1	96	95	94	19	-21	115	96	-12	0	100	97
O=C(Nc1ccc(Cl)cc1)N[C@@H]1c2c(ccc3ccccc23)OC[C@@H]1CO	100	100	99	.	-29	101	101	0	-1	97	99
CCN1CCN(C(=S)Nc2ccc(Cl)cc2)CC1	101	102	103	.	-97	98	103	-2	-1	103	102
CCC(Oc1ccccc1)C(=O)Nc1ccccn1 (stereo unspecified)	103	103	104	.	4	102	109	4	0	101	106
Cc1[nH]c2ccccc2c1SCC(=O)O	98	100	100	.	-20	101	100	14	-3	93	99
O=C(Oc1ccccc1-c1nnco1)c1ccc(Cl)cc1	101	98	101	.	9	104	101	-13	0	101	99
CCc1ccc(C(=O)CSc2n[nH]c(-c3ccncc3)n2)cc1	97	96	97	13	-20	90	97	2	1	95	93
Cc1ccc(/C=N/NC(=O)c2cccc(S(=O)(=O)Nc3ccccc3Cl)c2)s1	94	96	99	7	2	104	101	31	0	98	94
CCc1cc(C(=O)N2CCCC(CCC(=O)N3CCN(c4ccccn4)CC3)C2)no1 (stereo unspecified)	100	97	96	22	-43	106	103	0	2	100	99
COC(=O)c1ccc(Cl)c(NC(=O)CN(c2ccc(OC)c(OC)c2)S(C)(=O)=O)c1	100	101	100	7	-9	102	99	-10	-4	94	99
CSc1ccccc1NC(=O)c1cc2ncc(Br)cn2n1	97	94	96	-7	-19	88	97	59*	-1	103	100
CC(=O)Cn1c(N2CCC(Cc3ccccc3)CC2)nc2c1c(=O)[nH]c(=O)n2C	99	100	100	11	-26	101	102	4	0	95	98
Cc1cc(C(=O)Nc2ccc(S(=O)(=O)N3CCCC3)cc2)no1	96	95	97	16	-7	101	97	-5	1	95	95
CCOC(=O)C1CCN(C(=O)Nc2cccc(Cl)c2)CC1	99	100	103	-10	10	106	105	-14	-7	100	100
COc1ccc(NC(=O)NCCCN2CCc3ccccc3C2)cc1	102	100	103	.	-27	104	103	17	0	101	101
COc1ccc2cc(Br)ccc2c1CC(=O)NC1CC(C)(C)NC(C)(C)C1	100	98	102	-18	-19	102	103	2	0	102	99
CCCNC(=S)Nc1ccc(Oc2ccccc2)cc1	101	100	102	-3	-63	105	105	22	-3	102	99
Cc1cccc(NC(=O)CSc2nnc(-c3ccco3)o2)c1C	102	99	104	.	-14	100	102	54*	-1	103	102
Cc1ccc(C)c(CSC2=NCCN2C(=O)c2cccs2)c1	93	94	93	-23	-23	99	96	-6	-1	96	94
CCC(=C(c1ccc(OC)cc1)c1ccc(OC)cc1)c1cn(CC(O)CN(CCO)CCO)c2ccccc12 (stereo unspecified)	95	97	94	0	-4	102	98	27	-2	97	98
Cc1cc(NC(=O)CCC(=O)N(Cc2ccccc2)C2(C(=O)NC3CCCCC3)CCCC2)no1	98	96	93	1	-21	93	97	-7	-2	102	97
CCCCNC(=O)c1ccc2c(c1)ncn2C1CCCC1	95	95	96	-11	5	101	94	-8	-1	93	94
COc1ccccc1OCCCN1C(=O)C(=O)c2cccc(C)c21	98	98	98	-29	-12	101	104	26	-2	103	98
Cc1ccc(S(=O)(=O)Nc2ccc3c(c2)nc2n3CCN(Cc3ccccc3)C2)cc1	100	100	101	2	-4	94	101	5	0	97	101
Cc1[nH]c2ccccc2c1Cc1nnc(SCc2ccccc2)o1	100	99	100	.	-5	106	103	27	1	99	100
COc1cc2c(cc1NC(=O)CSc1ccc(C)cc1)oc1ccccc12	99	98	100	.	-6	96	103	-2	0	99	99
Fc1ccc(CSc2ccc(-c3ccco3)nn2)cc1	100	99	103	-1	61*	97	103	4	-4	101	99
Cc1ccc(N(NC(=O)C(O)(c2ccccc2)c2ccccc2)C(=O)CCl)cc1	101	106	101	19	4	95	103	11	-4	96	100
COc1ccccc1NC(=O)c1ccc(S(=O)(=O)N(C)C)cc1	101	99	100	.	-14	105	101	-26	0	101	102
O=C(c1ccco1)N1CCN(C(c2ccc(F)cc2)c2nnnn2Cc2cccs2)CC1 (stereo unspecified)	105	101	103	16	62*	111	108	25	-3	100	102
CCOC(=O)N/N=C/c1ccc(Oc2ccccc2)cc1	98	97	96	.	-47	100	98	8	0	94	97
Clc1ccc(-c2cnc(Oc3ccccc3)nc2)cc1	99	96	100	2	-6	110	100	13	2	97	98
CCCn1c2c(c(O)c(C(=O)Nc3nccs3)c1=O)CCCC2	101	96	100	.	-12	106	102	-1	3	102	101
COC(=O)N1CCN(c2ccc(C)cc2)C(C)C1 (stereo unspecified)	99	95	98	.	-28	101	100	-20	-1	100	98
COCCCNC(=O)/C(C#N)=C/c1cc(C)[nH]c1C	95	98	100	8	-49	101	100	4	3	99	97
C/C(=N\OCC(=O)NC(C)C)c1cccs1	90	91	88	21	-9	101	90	2	0	92	90
O=C(COC(=O)C1CC1)NC(=O)NCc1ccccc1	98	97	99	9	-19	102	101	5	-3	101	98
COc1ccc2c(=O)c(-c3cnn(-c4ccccc4)c3)c(C)oc2c1	93	88	91	.	7	98	91	15	0	92	91
COCCOC(=O)C1=C(C)NC2(O)c3ccccc3C(=O)C12O (stereo unspecified)	101	96	100	-3	-34	101	104	-13	-3	97	99
O=C(NNC1=C(C(=O)C(F)(F)F)CCC1)c1cccc(Cl)c1	94	95	96	.	-77	100	95	-35	-1	91	96
COc1ccc(N=Cc2cc(Cc3ccccc3Cl)cc([N+](=O)[O-])c2O)cc1OC	91	83	81	.	-1	92	84	61*	-1	96	85
Cc1onc(-c2c(Cl)cccc2Cl)c1C(=O)NCCc1ccc(S(N)(=O)=O)cc1	100	101	101	-2	3	97	104	-7	-5	99	102
COc1ccccc1CC(=O)Nc1cccc(C(=O)NN2C(=O)c3ccccc3C2=O)c1	100	96	99	-15	-5	101	101	17	-15	98	97
Cn1ccnc1SCC(=O)NC1CCCCC1	103	101	106	.	-8	101	103	8	-2	97	106
O=C(Nc1nc(-c2ccc3ccccc3c2)cs1)c1ccc(N2C(=O)CCC2=O)cc1	100	97	100	.	0	103	103	3	-2	102	101
Cc1ccc(-c2cc(=O)c3cc(Cl)ccc3[nH]2)cc1	97	96	94	.	-2	99	98	-12	1	104	98
CC(/C=N/n1c(-c2cc(C)[nH]n2)n[nH]c1=S)=C\c1ccccc1	96	93	98	4	-4	95	97	31	-5	99	95
Cc1ccc(S(=O)(=O)N2CCCC2C(=O)Nn2cnnc2)cc1 (stereo unspecified)	98	98	99	.	0	103	98	17	-6	102	101
Cc1cc(C)n(CCNC(=O)CCc2nnc(CCc3ccccc3)o2)n1	94	96	98	10	-12	101	95	4	0	96	96
CC(C)CNC(=O)NC(=O)COC(=O)c1ccccc1Sc1ccc(C(F)(F)F)cc1[N+](=O)[O-]	99	97	99	-8	-7	98	102	20	-3	100	101
